KCNQ2 block: KCNQ2 channel blockers in CHO-K1 cells – cell-based, FluxOR thallium flux, B-score, primary screen (AID 2156). O88943. 20 min; active compounds read low. B-score at 10 µM. actives 1.1% (n = 310,000);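 active = fluorescence ratio B-score at most minus 3 library SDs, with starting brightness B-score within 2 library SDs, cut at about -5.5 in these data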
Target sequence (O88943 whole entry, looked up): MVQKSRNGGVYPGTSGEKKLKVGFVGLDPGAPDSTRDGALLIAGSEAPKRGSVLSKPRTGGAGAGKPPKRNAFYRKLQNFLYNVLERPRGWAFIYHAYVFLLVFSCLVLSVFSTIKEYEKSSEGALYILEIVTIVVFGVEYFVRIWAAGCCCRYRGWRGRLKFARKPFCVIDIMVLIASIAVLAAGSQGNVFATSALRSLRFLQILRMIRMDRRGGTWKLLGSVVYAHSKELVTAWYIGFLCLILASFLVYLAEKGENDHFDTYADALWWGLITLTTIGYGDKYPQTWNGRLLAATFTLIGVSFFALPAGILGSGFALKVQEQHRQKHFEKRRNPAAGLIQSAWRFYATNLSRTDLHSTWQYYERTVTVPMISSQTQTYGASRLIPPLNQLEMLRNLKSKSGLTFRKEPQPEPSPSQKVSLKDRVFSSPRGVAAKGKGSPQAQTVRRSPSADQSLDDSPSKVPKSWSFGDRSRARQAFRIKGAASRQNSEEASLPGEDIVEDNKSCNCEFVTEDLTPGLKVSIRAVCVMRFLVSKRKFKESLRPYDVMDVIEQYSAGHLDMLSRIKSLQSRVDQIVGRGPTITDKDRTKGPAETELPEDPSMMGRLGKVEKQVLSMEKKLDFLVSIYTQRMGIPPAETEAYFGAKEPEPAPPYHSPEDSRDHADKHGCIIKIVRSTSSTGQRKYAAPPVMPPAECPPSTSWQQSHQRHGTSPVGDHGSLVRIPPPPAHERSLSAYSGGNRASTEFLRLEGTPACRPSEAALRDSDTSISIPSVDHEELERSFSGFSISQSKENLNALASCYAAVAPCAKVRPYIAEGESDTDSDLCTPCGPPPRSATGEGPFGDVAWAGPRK
CHT inh: inhibitors of human choline transporter CHT; Q9GZV3; CHT-expressing cells, membrane potential dye, choline response; active compounds read low; B-score at 10 µM; actives 0.86% (n = 310,000); AID 488975;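 active = B-score over 3 SD under the library average, and starting fluorescence ratio not unusually high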;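 note: choline stimulus applied at its EC90 after an EC20 pre-addition; B-score computed on integrated fluorescence ratio after choline addition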
The depositor's hits bear a star; i = inactive; · = not tested or not shown.

SMILES	KCNQ2 block	CHT inh
CC(C)(C)C(=O)Nc1ccccc1C(=O)N1CCCC1	i	i
O=C(NC1CCCCCC1)C(=S)NCc1ccccc1	i	i
CCNc1nc(NCC)nc(SCCOc2ccc(C)cc2)n1	i	i
Cc1ccc(-c2[nH]c(-c3ccc(C(=O)O)cc3)nc2-c2ccccc2)cc1	i	i
CC(C)C1N(C(=O)N(C)C)CCN1S(=O)(=O)c1ccccc1 (configuration not stated)	i	i
CC(C)c1ccc(NC(=S)NCc2ccc3c(c2)OCO3)cc1	i	i
COc1ccc(-c2nnc(SCc3csc(N)n3)n2C)cc1	i	i
C=CCn1c(=O)[nH]c2nc3cc(N=CN(C)C)c(C)cc3nc2c1=O	i	i
COc1ccc(N(CC(=O)N2CCc3ccccc3C2)S(C)(=O)=O)cc1OC	i	i
CCOC(=O)COc1nc(-c2ccco2)cc(-c2ccco2)c1C#N	i	i
CC(=O)c1ccc(S(=O)(=O)N2CCN(C(=O)C3CCCC3)CC2)cc1	i	i
COc1ccc2[nH]c(=O)c(CN(CC3CCCO3)C(=O)Nc3ccccc3OC)cc2c1 (configuration not stated)	i	·
COc1ccc(C(C)n2c(C)c3c(C)nnc(C)c3c2C)cc1 (configuration not stated)	i	i
O=C(CCCOc1ccccc1)N1CCN(S(=O)(=O)c2cccs2)CC1	i	i
CC(C)NC(=O)C1CCN(C2CCN(C(=O)C3=CCCC3)CC2)CC1	i	i

The closing 2 compounds of the part before lead into the next:
SMILES	KCNQ2 block	CHT inh
O=C(CCCOc1ccccc1)N1CCN(S(=O)(=O)c2cccs2)CC1	i	i
CC(C)NC(=O)C1CCN(C2CCN(C(=O)C3=CCCC3)CC2)CC1	i	i
NC(=O)COc1ccc(=O)n(-c2ccccc2)n1	i	i
Cc1ccc(C(=O)/C=C/NCc2ccc(F)cc2)cc1	i	i
Cc1cccc(CSc2nc3c(c(=O)[nH]2)CCCC3)c1	i	i
Cc1ccc(Nc2ccc(C(F)(F)F)cc2[N+](=O)[O-])cc1	i	i
Cc1ccc(CNC(=O)CSCc2ccccc2F)cc1	i	i
Cc1nn(C(C)C(=O)O)c(C)c1[N+](=O)[O-] (configuration not stated)	i	i
Cc1csc(-c2cnn(-c3ccccc3)c2NC(=O)c2ccccc2)n1	i	i
COc1cc2nc(CN3CCN(C(c4ccccc4)c4ccccc4)CC3)[nH]c(=O)c2cc1OC	i	i
CCn1cc(C(=O)N2CCN(c3ccc(OC)cc3)CC2)c2cc(OC)c(OC)cc2c1=O	i	i
Cc1cc(O)c(-c2cc(C(=O)Nc3cccnc3)[nH]n2)cc1C	i	i
CC(C)C[C@H](NC(=O)OC(C)(C)C)C(=O)N[C@@H](CO)[C@H](O)[C@@H]1C[C@@H]1C(=O)N1CCCC1	i	i
O=C(O)c1ccnc(Cl)c1	i	i
O=C(NCc1ccco1)c1scc2c1OCCO2	i	i
COc1cc(S(=O)(=O)Nc2ccc(Br)cc2)ccc1N	i	i
Cc1cccc(C)c1-n1c(C)cc(/C=N\NC(=O)CC(=O)NC2CCCCC2)c1C	i	i

Arranged by molar mass (smallest number first): part of the list above
SMILES	KCNQ2 block	CHT inh
O=C(O)c1ccnc(Cl)c1	i	i
Cc1nn(C(C)C(=O)O)c(C)c1[N+](=O)[O-] (configuration not stated)	i	i
NC(=O)COc1ccc(=O)n(-c2ccccc2)n1	i	i
Cc1ccc(C(=O)/C=C/NCc2ccc(F)cc2)cc1	i	i
CC(C)(C)C(=O)Nc1ccccc1C(=O)N1CCCC1	i	i
Cc1cccc(CSc2nc3c(c(=O)[nH]2)CCCC3)c1	i	i
Cc1cc(O)c(-c2cc(C(=O)Nc3cccnc3)[nH]n2)cc1C	i	i
COc1ccc(C(C)n2c(C)c3c(C)nnc(C)c3c2C)cc1 (configuration not stated)	i	i
CC(C)c1ccc(NC(=S)NCc2ccc3c(c2)OCO3)cc1	i	i
CCNc1nc(NCC)nc(SCCOc2ccc(C)cc2)n1	i	i
CCOC(=O)COc1nc(-c2ccco2)cc(-c2ccco2)c1C#N	i	i
Cc1ccc(-c2[nH]c(-c3ccc(C(=O)O)cc3)nc2-c2ccccc2)cc1	i	i
O=C(CCCOc1ccccc1)N1CCN(S(=O)(=O)c2cccs2)CC1	i	i
Cc1cccc(C)c1-n1c(C)cc(/C=N\NC(=O)CC(=O)NC2CCCCC2)c1C	i	i
CC(C)C[C@H](NC(=O)OC(C)(C)C)C(=O)N[C@@H](CO)[C@H](O)[C@@H]1C[C@@H]1C(=O)N1CCCC1	i	i
CCn1cc(C(=O)N2CCN(c3ccc(OC)cc3)CC2)c2cc(OC)c(OC)cc2c1=O	i	i

The listing continues.
SMILES	KCNQ2 block	CHT inh
CC(C)n1nnnc1SCC(=O)c1ccc2c(c1)OCCO2	i	i
Cc1ccc(-c2ccnc3[nH]n(-c4ccccc4)c(=O)c23)cc1	i	i
COc1ccc(C(=O)/C=C/c2ccccc2)c(OC)c1	i	i
CCC(C)NC(=O)CCc1c(C)nc2c(c(C)nn2-c2ccccc2)c1C (configuration not stated)	i	i
Cc1nnc(SCCn2c(N(C)Cc3ccccc3)nc3c2c(=O)n(C)c(=O)n3C)s1	i	i
COC(=O)Cc1ccc(NC(=O)C(c2ccccc2)c2ccccc2)cc1	i	i
CSc1sc(C(=O)NN)c2c1C1(CCC2)SCCS1	i	i
COc1ccccc1NCC(O)COc1ccc(C(C)(C)C)cc1 (configuration not stated)	i	i
Cc1ccc(C)c(-c2nn(-c3cc(N4CCN(CCO)CC4)ccc3[N+](=O)[O-])c(=O)c3ccccc23)c1	i	i
COc1cccc(CN(C)C(=O)CNC(=O)c2ccc3c(c2)OCO3)c1OC	i	i
COc1cccc(C(=O)NCc2ccc3c(c2)OCO3)c1OC	i	i
COc1ccc(C2C(C(=O)NCCCN3CCOCC3)c3ccccc3C(=O)N2c2ccc(OC)cc2)cc1 (configuration not stated)	i	i
CCCN1CCc2c(sc(NC(=O)Cc3ccc(F)cc3)c2C(N)=O)C1	i	i
CCN(CC(=O)Nc1ccccc1OC)C(=O)CSCC(=O)Nc1ccc(OC)cc1	i	i
Nc1nnc(SCn2nnc3ccccc3c2=O)s1	i	i
COc1ccc(/C(C)=N/NC(=O)c2cc(C)[nH]n2)c(OC)c1	i	i
Cc1ccc(COC(=O)c2ccc3ccccc3n2)cc1	i	i
O=C(CSc1nc2ccsc2c(=O)n1CC1CCC(C(=O)O)CC1)NCCc1ccc(Cl)cc1 (configuration not stated)	i	i
CCCCN(C)C(=O)C1CCC(=O)N(c2cc(OC)c(OC)c(OC)c2)C1c1ccc(OC)cc1 (configuration not stated)	i	i
O=C1NC(=O)C(CC(=O)N(Cc2cccs2)C2(C(=O)NC3CCCCC3)CCCCC2)N1 (configuration not stated)	i	i
COc1ccc2oc(C(=O)OCC(=O)N(Cc3ccccc3)C(C)(C)C)c(C)c2c1	-9.4*	i
CC(C)Cn1c(N)c(C(=O)COC(=O)[C@H](C)NC(=O)c2ccccc2Cl)c(=O)n(C)c1=O	i	i
CC(C)=NOc1nc(N(C)C)nc(N(C)C)n1	i	i
Cn1c(Sc2ccc(C(F)(F)F)cc2[N+](=O)[O-])nnc1-c1ccccc1	i	i
CCn1c(=O)cc(N2CCN(Cc3ccccc3)CC2)[nH]c1=O	i	i
NNC(=O)/C(=C\c1cccs1)NC(=O)c1ccccc1	i	i
C/C(=N\NC(=S)NCCc1ccccc1)c1cccs1	i	i
Cc1cc(C)c2c(=O)n(CC(=O)NCCCN3CCOCC3)sc2n1	i	i
COc1ccc(NC(=S)N(CCC(C)C)C2CCN(C(C)=O)CC2)cc1	i	i
COC(=O)c1ccc[n+](CC(=O)Nc2ccc(OC(F)F)cc2)c1	i	i
CCOC(=O)/C(=C/c1cn(C)c2ccccc12)NC(=O)c1ccccc1	i	i
Cc1cccc(/C=N\NC(=O)c2ccccc2-n2cccc2)c1	i	i
CCOc1ccc(NC(=O)CN(C)C(=O)c2cc(S(=O)(=O)N3CCCCC3)ccc2C)cc1OCC	i	i
COc1ccc(N2CCN(C(c3nnnn3C3CCCC3)C(C)C)CC2)cc1 (configuration not stated)	i	i
CCN(CC)C(=O)N1CCN(S(=O)(=O)c2c(C)cc(C)cc2C)CC1	i	i
O=C(CSc1nnc(-c2cccnc2)o1)Nc1ccc(Cl)cc1	i	i
COc1ccc(C(=O)Nc2nc(-c3ccc(S(=O)(=O)N4CCOCC4)cc3)cs2)cc1	i	i
CCN(CC)c1ccc(NC(=O)c2cc3c(OC)cccc3[nH]2)cc1	i	i
Cc1cccc(-c2nsc(SCC(=O)Nc3ccc4c(c3)OCO4)n2)c1	i	i
O=C(CC1C(=O)NCCN1Cc1c(F)cccc1Cl)NCCCOc1cccnc1 (configuration not stated)	i	i
Cc1cccc(OCc2nnc(SC(C)C(=O)O)n2Cc2ccccc2)c1 (configuration not stated)	i	i
CCCc1cc(=O)[nH]c2nnc(SCC(=O)N3CC(C)OC(C)C3)n12 (configuration not stated)	i	i
O=C(Nc1csnn1)c1csnn1	i	i
COc1ccc(CCNC(=O)c2cc(C)oc2C)cc1OC	i	i
COc1ccc(CNC(=O)COc2ccc(Br)c(C)c2)cc1	i	i
COc1ccc(N(C(=O)CCC(=O)Nc2cc(C)on2)C(C(=O)NC2CCCC2)c2ccco2)cc1 (configuration not stated)	i	i
COc1cc(C)c(S(=O)(=O)NCc2ccc3c(c2)OCO3)cc1C	i	i
COC(=O)c1ccccc1NC(=O)CN(c1c(C)cccc1C)S(C)(=O)=O	i	i
CCOc1ccc(CCNC(=O)CN(C)S(=O)(=O)c2ccc3c(c2)CCC(=O)N3)cc1OCC	i	i
COc1ccc(/C(N)=N/OC(=O)Cc2ccc(C)cc2)cc1	i	i
O=C(Nc1ccc(-c2nc3ccc(NC(=O)c4cccs4)cc3[nH]2)cc1)c1cccs1	i	i
Cc1c(C)c(C)c(S(=O)(=O)N2CCNCC2)c(C)c1C	i	i
Cc1ccc(CNC(=O)C2CCCN(Cc3cnn(-c4ccccc4)c3-n3cccc3)C2)cc1 (configuration not stated)	i	i
CC1(C)Cc2c(sc3nc(N/N=C/c4ccccc4)[nH]c(=O)c23)CO1	i	i
CCOC(=O)c1c(NC(=O)CCN2C(=O)c3cccc([N+](=O)[O-])c3C2=O)sc(C(=O)OC(C)C)c1C	i	-7.5*
COc1ccc(CN(C)C(=O)COC(=O)c2c(-c3ccccc3Cl)noc2C)cc1	i	i
CC(C)CC(=O)Nc1ccc(C(=O)COC(=O)C2CCC2)cc1	i	i
CC(=O)N1CC=CC1(CC(C)C)C(=O)NCCc1c[nH]c2ccccc12 (configuration not stated)	i	i
COc1cc(NC(=O)CN(c2ccc(C)cc2)S(=O)(=O)c2c(C)n[nH]c2C)cc(OC)c1	i	i
Cc1c(NC(=O)c2ccc(-c3cccc([N+](=O)[O-])c3)o2)c(=O)n(-c2ccccc2)n1C	i	i

(more compounds)
SMILES	KCNQ2 block	CHT inh
O=C(COC(=O)c1ccc(Cl)nc1)NCCNC(=O)COC(=O)c1ccc(Cl)nc1	i	i
COc1ccc(/C=N/c2c(-c3ccco3)nc3ccccn23)cc1OC	i	i
CC(Cn1cncn1)NC(=O)c1cc(COc2cccc(C(F)(F)F)c2)on1 (configuration not stated)	i	i
Cc1n[nH]c(C)c1CCN(C)C(=O)C1CCC(=O)N(CC2CCCCC2)C1 (configuration not stated)	i	i
CN(Cc1ccccc1)C(=O)c1c[nH]c2ccc(S(=O)(=O)N3CCOCC3)cc2c1=O	i	i
COc1cccc(NC(=O)CSCC(=O)Nc2ccccc2)c1	i	i
CCc1nn(CC(=O)Nc2ccc(Br)c(C)c2)c(=N)s1	i	i
Cc1nc(C(=O)NCCC(C)C)sc1C1(C)CC(c2cccc([N+](=O)[O-])c2)=NO1 (configuration not stated)	i	·
Cn1c(C(=O)NC2CCCC2)cc2c(=O)n(C)c3ccccc3c21	i	i
Cc1ccc(Cl)cc1N1CCN(C(c2cccnc2)c2nnnn2C2CCCCC2)CC1 (configuration not stated)	i	i
O=C(O)c1cccc(N2C(=O)C3CC=CCC3C2=O)c1 (configuration not stated)	i	i
COc1ccc(S(=O)(=O)NCC(=O)N(CC(=O)NCc2ccco2)Cc2ccc(F)cc2)cc1	i	i
O=C(CSc1ccc(-c2ccccn2)nn1)Nc1ccccc1	i	i
CCOC(=O)c1cc(NC(=O)c2ccc(C)cc2)c(=O)oc1-c1ccccc1	i	i
N/C(=N\OC(=O)COc1ccc([N+](=O)[O-])cc1)c1ccncc1	i	i
O=C(NNC(=O)C1CC1c1ccccc1)c1ccccc1F (configuration not stated)	i	i
O=C1[C@@H]2[C@H]3CC[C@H](C3)[C@@H]2C(=O)N1O	i	i
CSCCC(N=C(NS(=O)(=O)c1ccc(Br)cc1)c1ccccc1)C(=O)O (configuration not stated)	i	i
Cc1cccc(C(=O)NCC2CCCO2)c1 (configuration not stated)	i	i
COc1cc(NC(=O)COc2ccc(-n3cnnn3)cc2)c(OC)cc1Cl	i	i
CCOC(=O)C1CCCN(S(=O)(=O)c2cc(Br)cc3c2N(C(=O)CC)CC3)C1 (configuration not stated)	i	i
O=C(NC1(C(F)(F)F)NC(=O)N(C2CCCCC2)C1=O)C1CC1 (configuration not stated)	i	i
O=C1c2cccc3cccc(c23)C(=O)N1CC1CCN(CC(O)COCc2ccc3c(c2)OCO3)CC1 (configuration not stated)	i	i
COc1ccc(S(=O)(=O)N(CC(=O)N/N=C/c2ccc(C(=O)O)cc2)Cc2ccccc2)cc1OC	i	i
C/C(CC(=O)Nc1c(Cl)cccc1C(F)(F)F)=N\NC(=O)c1cnccn1	i	i
CC(=O)N1CCc2c(sc(NC(=O)CN3C(=O)CCC3=O)c2C(N)=O)C1	i	i
Cc1ccc(C(C(=O)NC(C)(C)C)N(CC2CCCO2)C(=O)CCC(=O)Nc2ccccn2)cc1 (configuration not stated)	i	i
CC1CCCN(CCCNS(=O)(=O)c2cc(Br)cc3c2N(C(=O)C2CC2)CC3)C1 (configuration not stated)	i	i
O=C1c2ccccc2C(=O)N1CCCc1nc(-c2ccc(Cl)cc2)no1	i	i
COc1ccc(NC(=O)Nc2ccc3c(c2)N(C)C(=O)CS3)cc1OC	i	i
CNC(=S)NNc1nc(C)cc(C)n1	i	i
Cc1c(Nc2scc(-c3ccccc3)[n+]2-c2ccccc2)c(=O)n(-c2ccccc2)n1C	i	i
